Screens: PubChem BioAssay, several laboratories
GC-B act – GC-B (human) receptor activation. P20594. HEK293-GC-B cells, CNP EC30, cGMP TR-FRET; 0% at EC30 CNP, 100% saturating CNP. activation, % at 10 µM. 370,000 tested, 0.11% active. AID 1920062;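 active = activation at 10 µM reaching about 35% in either raw or pattern-adjusted values, limit read from the data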
ssDAF12 agonist – activates DAF-12 receptor from parasite S. stercoralis | activation, % at 6.8 µM | AID 652126 | 370,000 tested, 1% active | HEK293 ssDAF-12/GRIP1 lit1-tk-luc reporter, luminescence; % of 3 µM dafachronic acid response;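 active = activation above the mean over all tested compounds plus 3 SD, cut at about 0.9% in these data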;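 also: 0% = DMSO-only wells and 100% = 3 µM delta7-dafachronic acid wells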
hgDAF-12 ag – hgDAF-12 agonism, primary luciferase screen; HEK293 GAL4-hgDAF12 UAS-luciferase reporter, agonist luminescence; normalized to butyrate control; activation, % at 6.8 µM; 370,000 tested, 1.8% active; AID 687014;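 active = activation above a cutoff set at the mean of all screened compounds plus 3 SD, cut at about 10% in these data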;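 also: 0% = DMSO wells and 100% = sodium butyrate wells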
GC-A act – GC-A (human) enzyme activation; HEK293 GC-A cells, cGMP TR-FRET, EC30 ANP; 0% at EC30 ANP, 100% saturating ANP; activation, % at 10 µM; 370,000 tested, 0.14% active; AID 1671463; in the data active = activation above about 40%
SMARCA2 activ – increases SMARCA2 function in MMTV reporter cells | MG213 cells, MMTV-luciferase reporter, dexamethasone, overnight | activation, % at 9.1 µM | 370,000 tested, 1% active | AID 652017; in the data active = activation above about 7.8%;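 also: 0% = vehicle wells and 100% = reference activator wells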
KLK7 zymogen act – proKLK7 (human) activation, primary screen | P49862 | purified proKLK7, EDANS-DABCYL substrate fluorescence; 100% is mature enzyme control, 0% vehicle | activation, % at 7 µM | 370,000 tested, 0.9% active | AID 652039;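 active = activation above the mean of all tested compounds plus 3 SD, computed per campaign excluding outliers beyond control limits, cut at about 13% in these data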
Target sequence (P49862 whole entry, looked up): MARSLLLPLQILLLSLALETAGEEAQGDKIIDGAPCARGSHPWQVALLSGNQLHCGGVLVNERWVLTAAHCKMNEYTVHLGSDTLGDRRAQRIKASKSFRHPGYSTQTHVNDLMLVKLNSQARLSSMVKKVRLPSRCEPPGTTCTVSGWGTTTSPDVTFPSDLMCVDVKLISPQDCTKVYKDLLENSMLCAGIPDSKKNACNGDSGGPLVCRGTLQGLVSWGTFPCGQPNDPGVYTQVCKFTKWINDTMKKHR
hcDAF12 agonist – activators of H. contortus DAF-12 nuclear receptor; HEK293 hcDAF-12 lit1-tk-luc reporter, luminescence; 0% DMSO, 100% Δ7-dafachronic acid; activation, % at 6.8 µM; AID 652067; 370,000 tested, 1.4% active;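 active = activation above the mean of all tested compounds plus 3 SD, cut at about 5.5% in these data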;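 also: 100% = response to 3 µM Δ7-dafachronic acid high control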
HGIII-sPLA2 inh – Blocks human group III sPLA2 activity. Q9NZ20. AID 743126. QFRET BODIPY PC-A2 liposome hydrolysis, fluorescence. 370,000 tested, 0.56% active. inhibition, % at 12.2 µM;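 active = inhibition above mean plus 3 SD of compounds lying within the high and low control bounds, cut at about 19% in these data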;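 also: 0% = median of test compound wells and 100% = no enzyme DMSO wells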
Target sequence (Q9NZ20 whole entry, looked up): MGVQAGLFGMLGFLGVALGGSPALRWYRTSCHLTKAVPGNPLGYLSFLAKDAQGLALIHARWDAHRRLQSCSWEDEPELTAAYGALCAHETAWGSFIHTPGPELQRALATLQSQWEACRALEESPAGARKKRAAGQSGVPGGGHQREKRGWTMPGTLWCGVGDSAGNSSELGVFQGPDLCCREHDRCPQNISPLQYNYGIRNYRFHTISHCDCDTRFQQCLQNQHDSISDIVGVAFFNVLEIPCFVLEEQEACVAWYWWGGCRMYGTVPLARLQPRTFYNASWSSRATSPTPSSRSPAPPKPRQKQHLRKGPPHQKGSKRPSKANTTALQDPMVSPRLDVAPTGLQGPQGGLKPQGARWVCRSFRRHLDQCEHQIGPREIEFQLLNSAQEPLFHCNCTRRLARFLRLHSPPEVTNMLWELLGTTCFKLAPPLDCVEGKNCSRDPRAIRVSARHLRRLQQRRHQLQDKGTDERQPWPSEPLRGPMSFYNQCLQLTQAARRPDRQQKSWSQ
DAX1 inh-1 – inhibitors of human orphan nuclear receptor DAX1 (NR0B1). P51843. HEK293 Gal4-DAX1 luciferase reporter, luminescence. inhibition, % at 6.75 µM. 340,000 tested, 0.99% active. AID 504766;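 active = inhibition above the mean over all tested compounds plus 3 SD, cut at about 4.2% in these data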;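 also: 0% = DAX1-transfected cells with DMSO and 100% = empty-vector control cells with DMSO; inhibition shows as a rise in luminescence from relieved DAX1 repression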
Target sequence (P51843 207-470 limits assumed): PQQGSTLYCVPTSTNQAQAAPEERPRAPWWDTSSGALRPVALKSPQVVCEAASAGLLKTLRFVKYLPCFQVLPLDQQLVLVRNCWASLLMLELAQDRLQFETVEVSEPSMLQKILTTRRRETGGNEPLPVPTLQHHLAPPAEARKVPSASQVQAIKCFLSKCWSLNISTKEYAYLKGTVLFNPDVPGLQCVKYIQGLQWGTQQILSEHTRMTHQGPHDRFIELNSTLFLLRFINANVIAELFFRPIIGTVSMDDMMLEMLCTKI
FXN GAA850 act – increases GAA850 frataxin promoter reporter activity. HEK293 lucGAA850 FXN promoter luciferase reporter, 24 h; percent of 10 µM SAHA response. activation, % at 6 µM. 360,000 tested, 0.56% active;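 active = activation above the average of all compounds screened plus 3 SD, cutoff fixed separately per campaign, cut at about 7.5% in these data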;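 also: 0% = DMSO wells and 100% = 10 µM SAHA wells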
DAX1 inh-2 – DAX1 (NR0B1) inhibition, primary screen. HEK293T StAR-luciferase reporter, SF-1/DAX-1 repression relief. inhibition, % at 6.8 µM. 370,000 tested, 1.1% active. AID 652010;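 active = inhibition above the mean over all tested compounds plus 3 SD, cut at about 3.6% in these data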;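 also: 0% = DAX-1 cells with DMSO and 100% = cells lacking DAX-1 with DMSO; higher inhibition means more luminescence from relief of DAX-1 repression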
* = called active by the depositor; · = no result given.

Values run as follows: GC-B act, ssDAF12 agonist, hgDAF-12 ag, GC-A act, SMARCA2 activ, KLK7 zymogen act, hcDAF12 agonist, HGIII-sPLA2 inh, DAX1 inh-1, FXN GAA850 act, DAX1 inh-2
COC(=O)C1=C(c2cccc(C#N)c2)C[C@@H]2CC[C@H]1N2C(=O)N1CCC(O)CC1
→ 3, -1.0, 1.0, 2, 3, 0.4, 0.0, 3, -0.8, 0.3, -0.1
CCOP1(=S)Oc2cc3c(cc2C(C(=O)OC)(C(F)(F)F)O1)OCO3 (configuration not stated)
→ 4, -1.4, 0.8, -1, -2, 0.1, 0.0, 0, 0.1, 1.1, 0.2
O=C1NC(=O)N(CCc2ccc(F)cc2)C(=O)/C1=C\C=C\c1ccccc1
→ -7, -0.5, -2.2, -10, 5, 0.3, 3.8, -3, 0.6, 0.6, 1.3
C[C@@H]1CN([C@@H](C)CO)C(=O)CCCn2nncc2CO[C@@H]1CN(C)C(=O)Oc1ccccc1
→ 1, -0.9, 0.1, 2, 3, 0.0, 0.5, 6, 1.2, -0.4, 1.5
c1csc(CN2CCNCC2)c1
→ -2, -1.5, 0.0, 4, -3, -0.1, -1.1, 3, -0.6, 4.5, -0.1
CCCC1(CC(C)CC)C(=O)NC(=O)NC1=O (configuration not stated)
→ 1, -0.5, -3.4, -4, 3, 0.1, 1.0, -4, 1.1, -0.5, 1.2
Cc1nn(CC(C)C)c(Cl)c1C(=O)NC1CCC(C)CC1 (configuration not stated)
→ 5, 0.7, 6.4, 3, 6, 1.0, 4.1, 3, 1.5, 6.3, 4.2*
CCOP(=O)(OCC)C(NC(=O)C(C)C)C(Cl)(Cl)Cl (configuration not stated)
→ 0, -0.6, -0.3, 2, 0, 0.2, -0.8, 3, 0.4, 0.1, -0.2
COc1cc(CN2CCN(c3cc(C)ccc3C)CC2)ccc1O
→ -1, -0.6, 1.0, 0, 0, 0.6, -0.7, -13, 0.2, -1.5, 0.7
Cn1c(O)c(C=NC2CCCCC2)c(=O)[nH]c1=S
→ -4, -1.3, 4.6, -2, -1, 0.4, -2.2, 7, -1.9, 0.1, -0.3
COCCNC(=O)Cn1cc(C(=O)c2ccccc2F)c2ccccc21
→ 4, -0.5, -2.2, 0, -2, 0.0, 1.2, -1, -0.4, 1.1, -0.3
COc1ccc(/C=C2/C(=O)NC(=S)N(C3CC3)C2=O)cc1CN1C(=O)c2ccccc2C1=O
→ 1, -1.3, -0.1, -1, 1, -0.4, 3.9, 1, -0.6, 0.7, -0.3
CCC(C)N1C(=O)NC(=O)C2(Cc3c(ccc4ccccc34)N(C)C2)C1=O (configuration not stated)
→ 7, -0.9, 1.3, 0, -4, 0.6, 1.0, -6, -1.7, -2.0, -1.1
C=C(C)[C@H]1CN[C@H](C(=O)O)[C@H]1CC(=O)O
→ 10, -1.1, 2.8, 4, -5, 0.5, 0.5, -1, -0.9, 2.0, -1.0
Cc1oc(-c2ccccc2)nc1CN1C(=O)CN=C(c2ccccc2)c2ccccc21
→ -19, -1.4, 0.3, -19, -3, 0.8, -1.1, -1, -0.3, -2.8, -0.1
O=C1CCN(C(=O)Cc2ccccc2[N+](=O)[O-])CC1
→ 6, -0.3, 3.0, 0, -1, 0.1, 1.4, 7, 0.9, 1.2, 0.4
C=C1C(=O)O[C@@H]2C[C@@H](C)[C@H]3C=CC(=O)[C@]3(O)C[C@@H]12
→ 3, -0.7, -4.3, 0, 6, -0.1, -0.6, 1, -1.1, 14*, -1.0
O=C1NC(=S)NC(=O)C12C(c1ccc(F)cc1)NC(=S)NC2c1ccc(F)cc1 (configuration not stated)
→ 0, -0.7, 2.2, 0, -1, 0.3, 1.8, 6, -1.2, 0.0, 0.3
C(CCc1nn[nH]n1)CCc1nn[nH]n1
→ 1, 0.2, 0.0, 0, -2, -0.5, -2.3, 1, -1.2, 3.6, 0.6
CCOC(=O)[C@]12Cc3cc(OC)ccc3[C@H]1N(C)C(=O)c1cc(OC)ccc12
→ -11, -0.9, -0.1, -14, -3, 0.1, -0.3, 3, ·, ·, 2.9
C/C(=N\NC(=O)c1ccccc1)c1c(O)n(Cc2ccccc2)c(=O)[nH]c1=O
→ 1, -0.8, 11*, 3, 5, -0.6, 2.7, -10, ·, 4.0, 1.1
CCC(=Nc1cccc(C(F)(F)F)c1)c1c(O)n(C)c(=O)n(C)c1=O
→ -3, -0.7, 0.0, 1, -3, -0.1, 0.4, -1, 4.5*, -0.5, 0.3
CNS(=O)(=O)c1ccc(N=Cc2c(O)n(-c3ccc(C)cc3)c(=O)[nH]c2=O)cc1
→ -1, -0.8, 2.7, 6, 4, -1.4, -1.4, -5, 1.4, 3.1, 1.0
CNC(=O)Oc1ccc2ncccc2c1
→ -3, -0.7, -0.8, 4, 0, -1.1, -2.0, 1, -1.0, 2.3, 0.7
O=[N+]([O-])c1ccc(NCc2ccccc2)c2nonc12
→ -1, -0.6, 2.1, -1, -4, 3.6, -0.5, -311, ·, ·, -0.6
CN1CCN(c2nc(Cl)ncc2F)CC1
→ 3, -1.8, -4.2, 1, -1, -0.2, -0.9, -4, -0.4, 0.8, 0.3
CNC(C)Cc1ccccc1Sc1ccc(O)cc1 (configuration not stated)
→ -19, -1.6, -1.8, -15, -1, -1.1, 0.4, -2, 0.2, -4.4, 1.4
Cc1cccc(NC(=O)N2CCCC2)c1
→ -1, -1.2, 5.1, -2, 1, 0.0, 0.8, 4, 0.9, 0.2, 0.0
CN1C2CCC1CC(OC(=O)CCN1CCCC1)C2 (configuration not stated)
→ 3, -1.6, -0.7, 0, 2, -0.1, -1.4, -1, 1.3, 0.8, -0.2
CN1C2CCC1CC(OC(c1ccccc1)c1ccc(Cl)cc1)C2 (configuration not stated)
→ -21, -1.6, -0.6, -25, -6, -0.2, 0.0, -11, ·, ·, -0.2
Fc1ccc(NC(=S)N2Cc3ccccc3-n3nncc3C2)cc1
→ -3, -0.8, 1.8, 6, -2, 0.6, -1.5, 0, 1.7, -0.2, -1.0
COC(=O)C1=C(c2ccccc2)C[C@@H]2CC[C@H]1N2C(=O)NCc1ccc(F)cc1
→ 0, -1.3, 1.4, -3, 0, 0.0, -1.7, 2, -0.5, 0.2, 0.7
O=c1ccc2c(O)c3ccoc3cc2o1
→ -2, -1.2, -3.3, -2, -2, -0.9, 4.2, 7, 2.2, 1.9, -0.4
O=S(=O)(c1ccccc1)C1CN1c1c(F)c(F)c(F)c(F)c1F (configuration not stated)
→ 4, -0.8, -3.7, 1, -1, -0.5, 0.6, 3, ·, ·, 0.3
Cc1ccc(-c2cc(-c3ccc(C)cc3)[n+](C)o2)cc1
→ 4, -2.5, -9.5, -5, -11, 0.1, -5.7, 6, -4.3, -3.3, -3.4
C[C@]1(O)CCC2C3CC[C@@H]4CC(=O)CC[C@]4(C)C3CC[C@@]21C (some centres not stated)
→ 6, -0.8, 0.3, -3, -4, -0.3, -1.0, 5, 0.7, 0.3, -0.9
Cc1cc(/C=C2\C(=O)NC(=O)N(Cc3ccccc3Cl)C2=O)c(C)n1-c1ccc(C(=O)O)cc1
→ -3, -1.3, 1.9, 0, 0, 0.0, -0.9, -12, 0.7, 1.6, 0.3
CC(=O)NC1C(OC(=O)Cc2ccccc2)OC(COC(C)=O)C(OC(C)=O)C1OC(C)=O (configuration not stated)
→ 3, -1.6, -0.8, -1, -1, 0.3, 0.1, -1, -1.2, 0.6, 0.1
O=C1NC(=O)C(C(CC(=O)c2ccccc2)c2ccccc2)C(=O)N1 (configuration not stated)
→ 4, -1.2, -0.8, -3, 1, 0.2, -0.8, 3, -1.0, -0.5, 0.4
COc1cccc(C(c2nnnn2-c2ccc3c(c2)OCCO3)N2CCC(n3c(=O)[nH]c4ccccc43)CC2)c1OC (configuration not stated)
→ -2, -1.6, -10, -7, -4, -0.2, -4.6, -4, ·, ·, -5.3
C=C1C(=O)OC2CC3(C)OC3C3OC3C3=CC(OC3=O)C12 (configuration not stated)
→ 17, -0.7, 4.2, 26, -7, -0.1, 0.0, 7, ·, -16, 0.6
ClCCN(CCCl)c1ccc(C2=NCCc3ccccc32)cc1
→ -3, -1.1, -1.2, -6, -2, 0.2, -3.3, -5, -1.0, -3.4, -1.6
Cc1ccc(N2C(=O)NC(=O)/C(=C\c3ccoc3)C2=O)cc1
→ 9, 0.1, -0.6, 11, 3, -1.0, -0.6, -12, 0.0, 3.9, -0.1
COc1cc2c(cc1OC)C(C)NCC2 (configuration not stated)
→ 7, 0.2, 0.3, 5, -4, 0.3, -3.1, 16, 0.4, -2.0, 0.2
NC1=C([N+](=O)[O-])C(c2ccc3c(c2)OCO3)c2c(c3ccccc3oc2=O)O1 (configuration not stated)
→ -2, -1.4, 1.8, -5, -2, 0.3, 0.8, -7, ·, ·, 0.5
CCCCn1c(O)c(C(CC)=Nc2cccc(C(=O)O)c2)c(=O)[nH]c1=O
→ -1, -0.7, 1.8, -4, 2, -0.1, 0.0, -3, -3.5, -0.7, -0.4
Cc1nc(SCc2c(Cl)cccc2Cl)nc(OC(=O)N(C)C)c1C
→ -1, -1.9, -2.5, 2, -2, 1.1, -1.4, -11, -1.0, -0.7, 0.1
CC(=O)NCCc1c[nH]c2ccccc12
→ -1, -1.3, -5.3, 0, 3, -0.6, 0.5, 4, 2.3, -1.2, 1.4
CN(C)C(=O)Oc1ccc(OC(=O)c2ccccc2)cc1
→ 2, -1.8, 0.6, 7, 11*, -0.3, -0.2, 0, -0.2, 1.5, 0.0
Cc1ccc(S(=O)(=O)N2CC2(C)CCl)cc1 (configuration not stated)
→ -1, -0.5, -2.3, -2, 3, -0.1, -1.5, -2, 3.8, 0.5, -0.7
CCCN1CCC(NC2CCC(O)CC2)CC1 (configuration not stated)
→ 5, -1.6, -2.2, 4, 0, 0.3, -1.2, 5, 1.9, 2.0, 0.2
Cn1c(O)c(/C=C/C=Nc2ccccc2)c(=O)n(C)c1=O
→ -6, -0.7, -1.9, -9, 2, 0.3, -0.2, -8, -0.5, -0.2, -0.3
C=C(C)[C@@H]1C2C(=O)O[C@H]1[C@H]1OC(=O)[C@@]34OC3C[C@]2(O)[C@@]14C (some centres not stated)
→ 2, -1.1, -2.0, 4, -1, -0.6, -2.3, -1, -0.9, 3.0, 0.4
O=C(COC(=O)Cc1ccccc1)Nc1ccc(Cl)cn1
→ 2, -1.6, 5.4, 6, 2, 0.1, 0.9, -8, 0.5, 0.5, 0.0
C[C@]12CC[C@H]3[C@@H](CC[C@]4(O)C[C@@H](O)CC[C@]34C=O)[C@@]1(O)CC[C@@H]2C1=CC(=O)OC1
→ 9, -2.9, -14, -1, -12, 0.6, -5.4, 2, -5.5, -13, -7.7
C[C@]12CC[C@@H](O)CC1=CCC1C2CC[C@@]2(C)C1C[C@@H](F)[C@@H]2O (some centres not stated)
→ 1, 0.0, -3.5, 2, -2, 0.3, -0.1, 9, 1.1, 2.2, 2.6

A portion of the library (hit frequency here may not be typical).
